# From PubChem BioAssay
# TcdB GH inh: TcdB glycohydrolase inhibitors, primary screen, biochemical, single point, plate reader. Toxin B (Clostridioides difficile), P18177. TcdB glycohydrolase enzymatic assay. inhibition, % at 9.99 µM. hit rate 0.24% among 350,000; in the data active = inhibition above about 10%
# Target sequence (P18177 whole entry, looked up): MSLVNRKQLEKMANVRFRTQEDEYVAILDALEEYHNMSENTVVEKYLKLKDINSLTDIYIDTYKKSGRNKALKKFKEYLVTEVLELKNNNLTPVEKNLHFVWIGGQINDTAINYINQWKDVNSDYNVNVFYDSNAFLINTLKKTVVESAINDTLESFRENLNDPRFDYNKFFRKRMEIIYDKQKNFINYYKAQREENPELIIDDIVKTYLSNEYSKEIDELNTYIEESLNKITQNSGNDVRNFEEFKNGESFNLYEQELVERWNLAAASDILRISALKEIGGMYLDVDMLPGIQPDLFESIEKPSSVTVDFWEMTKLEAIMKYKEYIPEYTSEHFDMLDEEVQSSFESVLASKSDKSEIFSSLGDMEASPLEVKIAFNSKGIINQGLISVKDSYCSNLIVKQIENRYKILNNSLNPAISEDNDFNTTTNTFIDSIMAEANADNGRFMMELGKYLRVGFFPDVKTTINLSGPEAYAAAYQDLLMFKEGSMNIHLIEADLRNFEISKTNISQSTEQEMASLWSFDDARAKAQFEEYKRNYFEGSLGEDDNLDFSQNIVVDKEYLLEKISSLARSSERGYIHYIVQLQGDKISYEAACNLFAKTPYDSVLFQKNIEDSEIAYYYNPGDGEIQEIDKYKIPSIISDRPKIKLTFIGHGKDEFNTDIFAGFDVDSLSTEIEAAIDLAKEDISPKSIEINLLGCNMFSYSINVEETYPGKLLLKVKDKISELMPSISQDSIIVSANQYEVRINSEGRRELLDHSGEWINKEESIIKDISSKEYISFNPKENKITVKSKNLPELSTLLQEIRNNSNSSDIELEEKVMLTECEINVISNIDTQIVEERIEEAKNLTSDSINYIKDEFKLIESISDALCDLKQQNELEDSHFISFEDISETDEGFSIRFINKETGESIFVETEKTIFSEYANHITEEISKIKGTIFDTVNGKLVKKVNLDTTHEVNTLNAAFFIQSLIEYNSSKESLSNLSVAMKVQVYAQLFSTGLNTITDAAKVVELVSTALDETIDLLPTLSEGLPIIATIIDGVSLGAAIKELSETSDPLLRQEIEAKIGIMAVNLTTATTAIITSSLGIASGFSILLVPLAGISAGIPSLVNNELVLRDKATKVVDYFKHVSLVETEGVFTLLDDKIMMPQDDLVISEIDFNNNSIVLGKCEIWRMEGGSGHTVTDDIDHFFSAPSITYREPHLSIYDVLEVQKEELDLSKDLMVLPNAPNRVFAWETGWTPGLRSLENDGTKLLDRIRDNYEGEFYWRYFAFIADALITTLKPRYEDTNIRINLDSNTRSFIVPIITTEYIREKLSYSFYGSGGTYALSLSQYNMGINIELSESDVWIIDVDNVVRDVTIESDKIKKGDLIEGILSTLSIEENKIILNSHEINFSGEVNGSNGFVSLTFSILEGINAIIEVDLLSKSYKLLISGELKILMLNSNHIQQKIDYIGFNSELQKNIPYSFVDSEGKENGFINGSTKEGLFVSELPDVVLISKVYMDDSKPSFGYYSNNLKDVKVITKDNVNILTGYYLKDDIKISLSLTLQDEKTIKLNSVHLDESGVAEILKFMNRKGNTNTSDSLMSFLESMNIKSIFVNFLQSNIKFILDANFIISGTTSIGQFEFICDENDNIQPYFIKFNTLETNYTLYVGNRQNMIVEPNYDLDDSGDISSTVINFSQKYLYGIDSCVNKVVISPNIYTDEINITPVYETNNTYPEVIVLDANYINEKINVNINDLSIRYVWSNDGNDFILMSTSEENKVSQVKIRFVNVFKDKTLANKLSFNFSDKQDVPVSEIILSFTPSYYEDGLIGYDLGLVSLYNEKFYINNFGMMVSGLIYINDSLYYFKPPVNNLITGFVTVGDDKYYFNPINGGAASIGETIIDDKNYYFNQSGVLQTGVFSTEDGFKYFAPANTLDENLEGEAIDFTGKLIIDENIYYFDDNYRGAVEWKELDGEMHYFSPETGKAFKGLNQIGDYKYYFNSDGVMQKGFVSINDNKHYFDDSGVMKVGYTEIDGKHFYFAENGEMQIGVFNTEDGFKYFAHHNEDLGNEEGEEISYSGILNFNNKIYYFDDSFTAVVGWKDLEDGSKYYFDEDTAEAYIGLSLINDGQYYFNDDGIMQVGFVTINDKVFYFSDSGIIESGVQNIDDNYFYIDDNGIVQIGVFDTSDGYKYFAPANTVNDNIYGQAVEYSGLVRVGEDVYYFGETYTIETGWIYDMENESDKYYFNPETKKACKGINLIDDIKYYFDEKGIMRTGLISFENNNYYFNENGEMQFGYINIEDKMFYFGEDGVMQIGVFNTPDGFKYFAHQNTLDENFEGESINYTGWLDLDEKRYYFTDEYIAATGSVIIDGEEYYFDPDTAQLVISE
# Starred values were filed as active, the others as inactive. The list is partial; count on the stated rates, not on these rows.
# Preview:
SMILES,TcdB GH inh
COc1ccccc1C(=O)Nc1ccc2c(c1)OC[C@@H](C)N(C)C[C@@H](C)[C@H](OC)CN(C)C2=O,-2.3
C[C@@H]1CN([C@H](C)CO)C(=O)Cc2cc(NC(=O)Nc3ccccc3)ccc2O[C@@H]1CN(C)S(=O)(=O)c1cn(C)cn1,0.5
COc1cccc(C(=O)Nc2ccc3c(c2)C(=O)N(C)C[C@@H](OC)[C@@H](C)CN(C(C)=O)[C@@H](C)CO3)c1,-0.6
N#C[C@@H]1N[C@@H](CO)[C@@H]1c1ccc(-c2ccccc2F)cc1,0.1
CC=Cc1ccc2n(c1=O)C[C@@H]1[C@@H](CO)[C@H](C(=O)Nc3nccs3)N(C(=O)CC)[C@H]21 (mixture of isomers),0.5
C[C@H](CO)N1C[C@H](C)[C@H](CN(C)S(=O)(=O)c2cccs2)Oc2c(NS(=O)(=O)c3ccccc3)cccc2C1=O,0.1
COc1ccccc1-c1ccccc1[C@H]1[C@@H](C#N)N(C(=O)C2CCC2)[C@@H]1CO,-0.7
CCC(=O)N1[C@@H]2c3ccc(-c4ccncc4)c(=O)n3C[C@H]1[C@H](CO)[C@H]2C(=O)NC1Cc2ccccc2C1,-13
CCc1cnc(N2[C@H](C#N)[C@H](c3ccc(C#Cc4ccccc4F)cc3)[C@H]2CO)s1,-6.5
C[C@@H]1CN([C@H](C)CO)S(=O)(=O)c2ccc(C#CC3CC3)cc2O[C@@H]1CN(C)C(=O)CN(C)C,0.8
C[C@H]1CN([C@@H](C)CO)C(=O)CCCn2nncc2CO[C@H]1CN(C)Cc1cccc(O)c1,-0.3
C[C@H]1CCCCO[C@H](CN(C)C(=O)NC2CCCCC2)[C@@H](C)CN([C@@H](C)CO)C(=O)c2cc(NS(=O)(=O)c3ccc(F)cc3)ccc2O1,0.4

# Results, repeating the preview:
SMILES,TcdB GH inh
COc1ccccc1C(=O)Nc1ccc2c(c1)OC[C@@H](C)N(C)C[C@@H](C)[C@H](OC)CN(C)C2=O,-2.3
C[C@@H]1CN([C@H](C)CO)C(=O)Cc2cc(NC(=O)Nc3ccccc3)ccc2O[C@@H]1CN(C)S(=O)(=O)c1cn(C)cn1,0.5
COc1cccc(C(=O)Nc2ccc3c(c2)C(=O)N(C)C[C@@H](OC)[C@@H](C)CN(C(C)=O)[C@@H](C)CO3)c1,-0.6
N#C[C@@H]1N[C@@H](CO)[C@@H]1c1ccc(-c2ccccc2F)cc1,0.1
CC=Cc1ccc2n(c1=O)C[C@@H]1[C@@H](CO)[C@H](C(=O)Nc3nccs3)N(C(=O)CC)[C@H]21 (mixture of isomers),0.5
C[C@H](CO)N1C[C@H](C)[C@H](CN(C)S(=O)(=O)c2cccs2)Oc2c(NS(=O)(=O)c3ccccc3)cccc2C1=O,0.1
COc1ccccc1-c1ccccc1[C@H]1[C@@H](C#N)N(C(=O)C2CCC2)[C@@H]1CO,-0.7
CCC(=O)N1[C@@H]2c3ccc(-c4ccncc4)c(=O)n3C[C@H]1[C@H](CO)[C@H]2C(=O)NC1Cc2ccccc2C1,-13
CCc1cnc(N2[C@H](C#N)[C@H](c3ccc(C#Cc4ccccc4F)cc3)[C@H]2CO)s1,-6.5
C[C@@H]1CN([C@H](C)CO)S(=O)(=O)c2ccc(C#CC3CC3)cc2O[C@@H]1CN(C)C(=O)CN(C)C,0.8
C[C@H]1CN([C@@H](C)CO)C(=O)CCCn2nncc2CO[C@H]1CN(C)Cc1cccc(O)c1,-0.3
C[C@H]1CCCCO[C@H](CN(C)C(=O)NC2CCCCC2)[C@@H](C)CN([C@@H](C)CO)C(=O)c2cc(NS(=O)(=O)c3ccc(F)cc3)ccc2O1,0.4
C[C@H](CO)N1C[C@H](C)[C@H](CN(C)C(=O)NC2CCCCC2)Oc2c(NS(C)(=O)=O)cccc2C1=O,-0.4
C[C@H]1CN([C@@H](C)CO)S(=O)(=O)c2ccc(-c3ccncc3)cc2O[C@@H]1CN(C)Cc1ccccc1,3.9
C[C@H](CO)N1C[C@H](C)[C@H](CN(C)Cc2ccc(C(=O)Nc3ccccc3N)cc2)Oc2ccc(NC(=O)Cn3cnnn3)cc2C1=O,-0.4
C[C@H](CO)N1C[C@H](C)[C@@H](CN(C)CC2CCCC2)Oc2cc(C#CCN(C)C)ccc2S1(=O)=O,-1.7
C[C@@H]1CN([C@H](C)CO)C(=O)c2cc(NC(=O)c3ccncc3)ccc2O[C@H]1CN(C)C(=O)Nc1cccc2ccccc12,-1.0
CO[C@@H]1CN(C)C(=O)c2cc(NC(=O)Nc3cccc(F)c3)ccc2OC[C@H](C)NC[C@@H]1C,0.8
CCCNC(=O)Nc1ccc2c(c1)C(=O)N(C)C[C@H](OC)[C@H](C)CN(Cc1cncnc1)[C@H](C)CO2,-0.8
C[C@H]1CN([C@@H](C)CO)S(=O)(=O)c2ccc(/C=C/c3ccccc3)cc2O[C@H]1CN(C)Cc1cncnc1,2.1
CN1C(=O)c2cc(NC(=O)Cc3ccccc3)ccc2OC[C@H]2O[C@H](CC(=O)O)CC[C@@H]21,-0.7
CN(C)CC(=O)Nc1ccc2c(c1)[C@H]1C[C@H](CC(=O)NCc3cccnc3)O[C@@H](CO)[C@H]1O2,-1.4
CC(=O)N(C)C[C@H]1Oc2cc(C#CC(C)(C)O)ccc2S(=O)(=O)N([C@@H](C)CO)C[C@@H]1C,-0.2
C[C@@H]1CN([C@@H](C)CO)C(=O)Cc2cc(NC(=O)CCC(F)(F)F)ccc2O[C@@H]1CN(C)S(=O)(=O)c1ccccc1,-0.6
C[C@H](NC(=O)C[C@H]1C=C[C@@H](NC(=O)C2CCOCC2)[C@H](CO)O1)c1ccccc1,0.3
CCN1[C@@H]2c3ccc(C4=CCCCC4)c(=O)n3C[C@H]1[C@H](CO)[C@H]2C(=O)NCCOC,-7.1
C[C@H](CO)N1C[C@H](C)[C@H](CN(C)Cc2ccc(C(F)(F)F)cc2)Oc2ccc(NC(=O)c3ccncc3)cc2C1=O,1.6
CN1c2ccc(-c3ccc(F)cc3)cc2[C@@H]2[C@@H](CCN2C(=O)c2cccc(F)c2)[C@@H]1CO,-0.3
Cc1ccc(S(=O)(=O)Nc2ccc3c(c2)C(=O)N([C@H](C)CO)C[C@H](C)[C@@H](CN(C)C(=O)Nc2c(C)noc2C)OCCCC[C@@H](C)O3)cc1,1.1
C[C@@H]1CN([C@@H](C)CO)C(=O)c2cc(NS(=O)(=O)c3ccccc3)ccc2O[C@@H](C)CCCCO[C@@H]1CN(C)C(=O)Nc1ccc2c(c1)OCO2,0.3
C[C@@H]1CCCCO[C@H](CN(C)S(=O)(=O)c2ccc(Cl)cc2)[C@H](C)CN([C@H](C)CO)C(=O)c2cc(NS(=O)(=O)c3ccccc3)ccc2O1,-3.5
CC(C)NC(=O)Nc1ccc2c(c1)C(=O)N([C@@H](C)CO)C[C@@H](C)[C@@H](CN(C)Cc1ccncc1)OCCCC[C@H](C)O2,0.6
CO[C@H]1CN(C)C(=O)c2cc(NC(=O)C3CC3)ccc2OC[C@H](C)N(Cc2cncnc2)C[C@@H]1C,-1.1
CN1[C@@H]2Cn3c(ccc(-c4ccc(F)cc4)c3=O)[C@H]1[C@@H](C(=O)NC1CCCC1)[C@@H]2CO,0.3
C[C@@H]1CN([C@H](C)CO)S(=O)(=O)c2ccc(C#CCN(C)C)cc2O[C@H]1CN(C)C(=O)CC1CC1,0.1
CCCN1C[C@@H](C)[C@@H](OC)CN(C)C(=O)c2cc(NC(=O)C3CC3)ccc2OC[C@@H]1C,1.9
C[C@H](CO)N1C[C@H](C)[C@H](CN(C)Cc2ccc(Oc3ccccc3)cc2)Oc2ccc(NC(=O)Nc3ccc(F)cc3)cc2CC1=O,0.4
O=C(c1ccncc1)N1CC2(C1)[C@H](c1ccccc1)[C@@H](CO)N2C(=O)c1ccncc1,-0.2
Cc1ccc(-c2cnc3c(c2)C(=O)N([C@@H](C)CO)C[C@H](C)[C@@H](CN(C)C(=O)c2cccnc2)O3)cc1,1.2
C[C@H](CO)N1C[C@H](C)[C@@H](CN(C)S(C)(=O)=O)Oc2ncc(C#Cc3ccc(F)cc3)cc2C1=O,-0.2
C[C@@H]1CN([C@@H](C)CO)C(=O)c2cc(NS(=O)(=O)c3cn(C)cn3)ccc2O[C@@H](C)CCCCO[C@@H]1CN(C)C(=O)Cc1ccccc1,0.1
C[C@H](CO)N1C[C@H](C)[C@H](CN(C)C(=O)NC2CCCCC2)Oc2ccc(NC(=O)Nc3ccc(C(F)(F)F)cc3)cc2C1=O,0.3
CC(C)CC#Cc1ccc2c(c1)O[C@@H](CN(C)C(=O)NC1CCCC1)[C@H](C)CN([C@H](C)CO)S2(=O)=O,1.7
C[C@@H]1CN([C@H](C)CO)C(=O)c2cccc(NC(=O)C3CCCCC3)c2O[C@@H]1CN(C)C(=O)NC1CCCCC1,1.3
CN1CCN(C(=O)C[C@@H]2C[C@H]3c4cc(NC(=O)NC5CCCC5)ccc4O[C@H]3[C@H](CO)O2)CC1,-1.0
CC(C)NC(=O)Nc1ccc2c(c1)C(=O)N([C@@H](C)CO)C[C@@H](C)[C@H](CN(C)C(=O)NC1CCCCC1)OCCCC[C@@H](C)O2,2.6
C[C@H]1CN([C@@H](C)CO)C(=O)Cc2cc(NS(=O)(=O)c3ccc(Cl)cc3)ccc2O[C@H]1CN(C)Cc1ccccc1,0.7
C[C@@H]1CN([C@@H](C)CO)C(=O)Cc2cc(NC(=O)Nc3ccccc3)ccc2O[C@H]1CN(C)CC1CCCCC1,-0.1
O=C(C[C@H]1CC[C@H](NC(=O)CN2CCOCC2)[C@H](CO)O1)NC1CCCCC1,0.8
C[C@@H]1CCCCO[C@H](CN(C)C(=O)CCCN(C)C)[C@@H](C)CN([C@H](C)CO)C(=O)c2cc(NC(=O)C3CCCCC3)ccc2O1,1.2

# (continued)
SMILES,TcdB GH inh
COc1ccc(NC(=O)Nc2ccc3c(c2)[C@@H]2C[C@@H](CC(=O)NC4CCCC4)O[C@@H](CO)[C@@H]2O3)cc1,-1.1
C[C@H](CO)N1C[C@H](C)[C@@H](CN(C)Cc2ccc3c(c2)OCO3)OCCCC[C@H](C)Oc2ccc(NC(=O)NC3CCCCC3)cc2C1=O,0.7
O=C(C[C@H]1CC[C@@H]2[C@H](COC[C@H](O)CN2S(=O)(=O)c2ccccc2)O1)NCc1ccc(-c2ccccc2)cc1,-0.8
CN(C)C(=O)C[C@@H]1CC[C@H]2[C@@H](COC[C@H](O)CN2CC2CCCCC2)O1,0.4
C[C@@H]1CCCCO[C@H](CN(C)S(=O)(=O)c2cccs2)[C@H](C)CN([C@@H](C)CO)C(=O)c2cc(NS(=O)(=O)c3ccc(F)cc3)ccc2O1,0.6
C[C@H](CO)N1C[C@H](C)[C@@H](CN(C)C(=O)Nc2ccc(F)cc2)Oc2c(NC(=O)Nc3ccccc3)cccc2C1=O,-5.4
C[C@@H]1CN([C@H](C)CO)S(=O)(=O)c2ccc(-c3cncnc3)cc2O[C@@H]1CN(C)C(=O)NC1CCCC1,-0.5
CCCNC(=O)N1[C@H](CO)[C@@H]2c3ccccc3N(C(=O)C3CCOCC3)C[C@@H]21,-0.3
C[C@H](CO)N1C[C@H](C)[C@H](CN(C)C(=O)c2ccccc2)Oc2ncc(Br)cc2C1=O,-1.2
CCNC(=O)[C@H]1[C@H](CO)[C@H]2Cn3c(ccc(-c4ccccc4)c3=O)[C@@H]1N2C(=O)CC1CC1,-0.2
Cc1cc(C(=O)Nc2cccc3c2O[C@@H](CN(C)S(=O)(=O)c2ccccc2)[C@H](C)CN([C@H](C)CO)C3=O)n(C)n1,-0.4
COc1ccccc1-c1ccc([C@@H]2[C@@H](CO)N3CCCCN(C(=O)NC4CCCC4)C[C@H]23)cc1,0.4
CN(C)C(=O)c1ccc(-c2ccc(C3[C@H]4CNC[C@@H]3N4S(=O)(=O)c3ccccc3F)cc2)cc1 (stereo not given in full),0.6
COc1ccc(C(=O)N2C[C@@H]3[C@H](c4ccccc42)[C@@H](CO)N3C(=O)c2ccc(F)cc2)cc1,0.4
C[C@@H]1CCCCO[C@@H](CN(C)C(=O)NC2CCCCC2)[C@@H](C)CN([C@@H](C)CO)C(=O)c2cc(NS(=O)(=O)c3ccc(F)cc3)ccc2O1,0.0
COc1ccc(CN(C)C[C@H]2Oc3ccc(NC(=O)NC4CCCCC4)cc3C(=O)N([C@H](C)CO)C[C@@H]2C)cc1,0.2
CC(C)NC(=O)Nc1ccc2c(c1)CC(=O)N([C@@H](C)CO)C[C@@H](C)[C@@H](CN(C)CC1CCCCC1)O2,0.1
C[C@H]1CN([C@@H](C)CO)C(=O)Cc2cc(NC(=O)NC3CCCCC3)ccc2O[C@@H]1CN(C)Cc1ccc(C(F)(F)F)cc1,-0.2
CCC(=O)N1[C@H](CNC(C)=O)[C@@H](c2ccc(-c3cccc(F)c3)cc2)[C@@H]1CO,-1.1
O=C(C[C@H]1CC[C@H]2[C@@H](COC[C@@H](O)CN2Cc2ccccc2)O1)NCc1ccccc1Cl,-4.4
CO[C@H]1CN(C)C(=O)c2ccc(NC(C)=O)cc2OC[C@@H](C)N(Cc2cccc(F)c2)C[C@H]1C,-13
COc1ccc(-c2ccc([C@H]3[C@H]4CN(S(=O)(=O)c5cccs5)CCCCN4[C@H]3CO)cc2)cc1,0.1
Cc1noc(C)c1NC(=O)N(C)C[C@@H]1OCCCC[C@@H](C)Oc2ccc(NS(=O)(=O)c3ccc(Cl)cc3)cc2C(=O)N([C@@H](C)CO)C[C@H]1C,-0.2
COc1ccc(S(=O)(=O)Nc2ccc3c(c2)C(=O)N([C@H](C)CO)C[C@H](C)[C@H](CN(C)C(=O)NC2CCCCC2)OCCCC[C@H](C)O3)cc1,0.3
Cc1noc(C)c1NC(=O)N(C)C[C@@H]1Oc2c(NS(=O)(=O)c3ccccc3)cccc2C(=O)N([C@@H](C)CO)C[C@@H]1C,-0.3
O=C(C[C@H]1C[C@@H]2c3cc(NC(=O)NC4CCCC4)ccc3O[C@@H]2[C@@H](CO)O1)NCc1cccnc1,0.1
Cc1ccccc1CN(C)C[C@@H]1OCc2cnnn2CCCC(=O)N([C@H](C)CO)C[C@@H]1C,0.4
O=C(C[C@@H]1C=C[C@@H](NC(=O)Nc2ccc(F)cc2)[C@@H](CO)O1)NCc1cccc(F)c1,-0.5
C[C@H](CO)N1C[C@H](C)[C@H](CN(C)C(=O)c2ccccc2F)Oc2cc(-c3ccc(F)cc3)ccc2S1(=O)=O,0.3
